Assay outcomes from PubChem BioAssay.
LmPK inh: inhibitors of Leishmania mexicana pyruvate kinase; Potency, µM (titrated, usually from 57.5 µM), inactives show top-dose activity change, negative = inhibition, hits mostly inhibitors; purified LmPK, Kinase-Glo ATP luminescence, 1 h; hit rate 0.37% among 290,000; Q27686; also: potency is read from the fitted curve at half-maximal effect; % is scaled to controls: 0 for no effect and ±100 for the full control effect
Target sequence (Q27686 whole entry, looked up): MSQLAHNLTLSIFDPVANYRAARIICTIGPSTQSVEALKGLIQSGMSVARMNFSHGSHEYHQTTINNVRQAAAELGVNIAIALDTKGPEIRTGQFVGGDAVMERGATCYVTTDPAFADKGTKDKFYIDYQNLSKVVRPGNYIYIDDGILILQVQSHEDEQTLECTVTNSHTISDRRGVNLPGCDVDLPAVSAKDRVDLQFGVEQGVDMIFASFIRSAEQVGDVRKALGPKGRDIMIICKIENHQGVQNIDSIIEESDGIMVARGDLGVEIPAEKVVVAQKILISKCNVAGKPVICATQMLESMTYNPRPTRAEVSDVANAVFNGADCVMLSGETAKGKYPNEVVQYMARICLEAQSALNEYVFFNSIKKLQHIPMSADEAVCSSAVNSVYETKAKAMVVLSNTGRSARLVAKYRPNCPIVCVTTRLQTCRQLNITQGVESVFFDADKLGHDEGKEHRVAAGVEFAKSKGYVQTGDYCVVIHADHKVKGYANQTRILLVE
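Purified LmPK (0.1 nM) with 0.5 mM PEP and 0.1 mM ADP in imidazole buffer pH 7.2 with MgCl2/KCl, 1 h at room temperature. ATP formed was read by luciferase luminescence and normalized to no-enzyme and uninhibited controls.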
AMA1-RON2 inh: inhibitors of Plasmodium falciparum AMA1-RON2 interaction | hit rate 0.2% among 360,000 | Potency, µM (top dose mostly 58.2 µM), for inactives: at the highest dose activity change, negative = inhibition, usual class: inhibitors | AID 720542 | AlphaScreen AMA1-biotinylated RON2 peptide binding;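 also: potency is read from the fitted curve at half-maximal effect; 0% = vehicle wells and -100% = peptide control; nearly all actives have a fitted effect of over 45% in size; some results filed as inactive show a strong effect at the top dose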
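AMA1 (3D7) with his tag at 25 nM final met compounds first, then biotinylated RON2 peptide at 25 nM; detection used donor plus acceptor beads, 10 µg/mL apiece, read by AlphaScreen after 30 min at room temperature.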
Pf growth 96h: inhibits malaria parasite growth, 96 h; P. falciparum luciferase reporter growth, 96 h; Potency, µM (top dose mostly 28.7 µM), for inactives: at the highest dose activity change, negative = inhibition, usual class: inhibitors; hit rate 6.9% among 320,000; also: potency is read from the fitted curve at half-maximal effect; % is scaled to controls: 0 for no effect and ±100 for the full control effect
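Delayed-death screen, second-generation endpoint: infected erythrocytes, 2% hematocrit, 0.05% parasitemia final; 96 hours at 37 C, 5% CO2; luciferase detection reagent; luminescence decrease equals reduced growth.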
Shiga toxin inh: blocks Shiga toxin action in Vero cells; inhibition, % at 38.7 µM; hit rate 9.2% among 290,000; Vero cells, Shiga toxin protein synthesis inhibition reporter; AID 2315; in the data active = inhibition mostly above about 28%, no sharp cut-off; inactive = mostly below about 43%; also: 0% is about no effect
Pf growth 48h: P. falciparum growth inhibition at 48 hours (one generation). P. falciparum luciferase growth in erythrocytes, 48 h. hit rate 5.9% among 310,000. Potency, µM (series often up to 28.7 µM), inactives show at the top dose activity change, negative = inhibition, usual class: inhibitors; also: potency is read from the fitted curve at half-maximal effect; % is scaled to controls: 0 for no effect and ±100 for the full control effect
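Cell-based growth assay: transgenic P. falciparum expressing firefly luciferase, cultured in red cells within RPMI 1640 containing 0.5% w/v Albumax, 24 mM bicarbonate and gentamycin. A drop in luciferase activity indicates inhibition.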
TbPYK inhibitor: T. brucei pyruvate kinase inhibition; Q57TT1; TbPYK enzyme, Kinase-Glo Plus ATP luminescence, 45 min; Potency, µM (series often up to 76.8 µM), without a hit: top-dose activity, negative = inhibition, most hits filed as inhibitors; hit rate 0.12% among 410,000; AID 624173; also: potency is read from the fitted curve at half-maximal effect; % is scaled to controls: 0 for no effect and ±100 for the full control effect; nearly all actives have a fitted effect of over 50% in size
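Luminescent Kinase-Glo Plus end-point after 45 min room-temperature reaction of T. brucei pyruvate kinase started with 130 uM ADP (final). Buffer TEA 50 mM pH 7.2 with KCl, MgCl2, BSA, Tween-20; titration-based qHTS with fitted concentration-effect curves.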
CHX counter: counter-screen hit for Shiga toxin inhibitors, cycloheximide. max response, %. cell reporter, cycloheximide protein synthesis inhibition counterscreen. AID 2314. hit rate 12% among 300,000; in the data active = max response mostly above about 13%, no sharp cut-off; inactive = mostly below about 14%; also: read at 38.3 µM for the half of the compounds with a filed dose; 0% is about no effect
Numbers without * were called inactive; [ ] = remark or other dose. Unless noted, calls follow the shape of the dose curve; as a rule, active = well fitted curve in the direction sought with a large enough effect; inconclusive = small, poorly fitted or top-dose-only effect, or another doubt; inactive = no such curve, though single readings can be large; an effect the other way counts as inactive or inconclusive.

How did Cc1ccc(S(=O)(=O)NCc2ccc(C(=O)N3CCN(Cc4ccccc4)CC3)cc2)cc1 do in these assays?
LmPK inh: 0%; AMA1-RON2 inh: -7%; Pf growth 96h: inconclusive; Shiga toxin inh: -14; TbPYK inhibitor: 0%; CHX counter: -7

Results for CCc1ccccc1NC(=O)c1cc(S(=O)(=O)N2CCCC2)c[nH]1 ?
LmPK inh: -7%; AMA1-RON2 inh: -3%; Pf growth 96h: inconclusive; Shiga toxin inh: -6; Pf growth 48h: -17%; TbPYK inhibitor: 8%; CHX counter: -3

How did O=C(Nc1nc2c(s1)CCCC2)C1COc2ccccc2O1 (configuration not stated) do in these assays?
LmPK inh: -13%; AMA1-RON2 inh: -13%; Pf growth 96h: inconclusive; Shiga toxin inh: 45*; Pf growth 48h: 70%[activator]; TbPYK inhibitor: -4%; CHX counter: 38*

What do the screens show for `CC(C)NC(=O)CNc1ccc(C(F)(F)F)cc1[N+](=O)[O-]`?
LmPK inh: 4%; AMA1-RON2 inh: 74%[activator]; Pf growth 96h: inconclusive; Shiga toxin inh: 20; Pf growth 48h: inconclusive; TbPYK inhibitor: -4%; CHX counter: -2

Results for O=C(Nc1ccc2oc(-c3cccc(F)c3)nc2c1)c1ccccc1F ?
LmPK inh: -2%; AMA1-RON2 inh: 0%; Shiga toxin inh: -6; Pf growth 48h: 85%[activator]; TbPYK inhibitor: -5%; CHX counter: 8

What do the screens show for `COc1ccc(NC(=O)C2CCN(S(=O)(=O)c3ccc4[nH]c(=O)oc4c3)CC2)c(OC)c1`?
LmPK inh: -6%; AMA1-RON2 inh: 18%; Pf growth 96h: inconclusive; Shiga toxin inh: -2; Pf growth 48h: -17%; TbPYK inhibitor: 4%; CHX counter: -1

Results for CCOC(=O)Cc1csc(N/C(=N/S(=O)(=O)c2cc(Br)ccc2OCC)c2ccccc2)n1 ?
LmPK inh: 3%; AMA1-RON2 inh: inconclusive; Pf growth 96h: 11%; Shiga toxin inh: -2; Pf growth 48h: -2%; TbPYK inhibitor: -2%; CHX counter: -4

How did O=C(O)c1oc2ccc(Br)cc2c1-n1cccc1 do in these assays?
LmPK inh: 6%; AMA1-RON2 inh: inconclusive; Pf growth 96h: 12%; Shiga toxin inh: -2; Pf growth 48h: 16%; TbPYK inhibitor: -6%; CHX counter: 2

What do the screens show for `O=C(O)C1CC=CCC1C(=O)Nc1cccc(C(=O)N2CCCCC2)c1` (configuration not stated)?
LmPK inh: -1%; AMA1-RON2 inh: 8%; Pf growth 96h: 192%[activator]; Shiga toxin inh: -2; Pf growth 48h: 14%; TbPYK inhibitor: 0%; CHX counter: -2

Results for CCOC(=O)C(NC(=O)N(C)C)(Nc1sc(C)c(CC)c1C#N)C(F)(F)F (configuration not stated) ?
LmPK inh: 8%; AMA1-RON2 inh: 3%; Pf growth 96h: -7%; Shiga toxin inh: 5; Pf growth 48h: -1%; TbPYK inhibitor: -19%; CHX counter: -2

What do the screens show for `CC1Cc2ccccc2N1Cc1cccc(S(=O)(=O)N(C)C)c1` (configuration not stated)?
LmPK inh: 3%; AMA1-RON2 inh: -14%; Pf growth 96h: -5%; Shiga toxin inh: -10; Pf growth 48h: inconclusive; TbPYK inhibitor: -16%; CHX counter: -3

What do the screens show for `CCOC(=O)c1ccc(NC(=O)CCC(=O)NCc2ccco2)cc1`?
LmPK inh: 3%; AMA1-RON2 inh: -4%; Pf growth 96h: inconclusive; Shiga toxin inh: -2; Pf growth 48h: -16%; TbPYK inhibitor: -5%; CHX counter: -1

How did COC(=O)c1ccccc1NC(=O)Nc1ccc(Cl)cn1 do in these assays?
LmPK inh: 4%; AMA1-RON2 inh: -4%; Pf growth 96h: 4%; Shiga toxin inh: 35; Pf growth 48h: 108%[activator]; TbPYK inhibitor: -19%; CHX counter: 12

Results for Cc1sc2nc(SCC(N)=O)n(-c3ccccc3)c(=O)c2c1C ?
LmPK inh: -6%; AMA1-RON2 inh: 5%; Pf growth 96h: -9%; Shiga toxin inh: -11; Pf growth 48h: -9%; TbPYK inhibitor: -2%; CHX counter: -4

How did Cc1c(Cl)c([N+](=O)[O-])nn1CC(=O)NCC(C)C do in these assays?
LmPK inh: 1%; AMA1-RON2 inh: -13%; Pf growth 96h: 42%[activator]; Shiga toxin inh: 40; Pf growth 48h: 6%; TbPYK inhibitor: 2%; CHX counter: -3

Continued; the last 2 above are carried over.
Results for Cc1sc2nc(SCC(N)=O)n(-c3ccccc3)c(=O)c2c1C ?
LmPK inh: -6%; AMA1-RON2 inh: 5%; Pf growth 96h: -9%; Shiga toxin inh: -11; Pf growth 48h: -9%; TbPYK inhibitor: -2%; CHX counter: -4

How did Cc1c(Cl)c([N+](=O)[O-])nn1CC(=O)NCC(C)C do in these assays?
LmPK inh: 1%; AMA1-RON2 inh: -13%; Pf growth 96h: 42%[activator]; Shiga toxin inh: 40; Pf growth 48h: 6%; TbPYK inhibitor: 2%; CHX counter: -3

How did COc1ccc(-n2cnnc2SCC(=O)Nc2cccc(S(N)(=O)=O)c2)cc1 do in these assays?
LmPK inh: -1%; AMA1-RON2 inh: -8%; Pf growth 96h: -3%; Shiga toxin inh: -22; Pf growth 48h: -9%; TbPYK inhibitor: 4%; CHX counter: -5

Results for CCCn1c(=O)c2ccccc2n2c(SCc3nnc(-c4ccccc4Br)o3)nnc12 ?
LmPK inh: 2%; AMA1-RON2 inh: -2%; Shiga toxin inh: -14; Pf growth 48h: -3%; TbPYK inhibitor: 5%; CHX counter: -7

What do the screens show for `O=S(=O)(Nc1nc2ccccc2nc1Cl)c1ccccc1C(F)(F)F`?
LmPK inh: 0%; AMA1-RON2 inh: -4%; Pf growth 96h: 1%; Shiga toxin inh: -9; Pf growth 48h: 7%; TbPYK inhibitor: 3%; CHX counter: -7

How did CCOC(=O)c1ccc(Nc2nc(C)cc(C)c2C#N)cc1 do in these assays?
LmPK inh: 5%; AMA1-RON2 inh: 5%; Shiga toxin inh: 7; Pf growth 48h: inconclusive; TbPYK inhibitor: 2%; CHX counter: -2

How did COc1ccc(CN(C)C(=O)CCc2ccc(S(=O)(=O)N3CCCCCC3)cc2)c(OC)c1 do in these assays?
AMA1-RON2 inh: -2%; Pf growth 96h: inconclusive; Pf growth 48h: 13µM*; TbPYK inhibitor: -1%

Results for COC(=O)c1sc2ncn(CC(=O)NCCc3ccc(OC)c(OC)c3)c(=O)c2c1C ?
LmPK inh: 0%; AMA1-RON2 inh: -1%; Pf growth 96h: 6%; Shiga toxin inh: -17; Pf growth 48h: -2%; TbPYK inhibitor: 0%; CHX counter: -1

What do the screens show for `CC(C)(C)N1CC23C=CC(C[C@@H]2C1=O)O3` (some centres not stated)?
AMA1-RON2 inh: 10%; Pf growth 96h: -6%; Pf growth 48h: 22%; TbPYK inhibitor: 7%

What do the screens show for `Cc1cc(N2Cc3ccccc3C2)ccc1C=O`?
LmPK inh: -17%; AMA1-RON2 inh: -5%; Pf growth 96h: inconclusive; Shiga toxin inh: 70*; Pf growth 48h: -26%; TbPYK inhibitor: 3%; CHX counter: 19*

Results for Cc1ccc(NC(=O)CCC(=O)NNS(=O)(=O)c2ccccc2)cc1C ?
LmPK inh: 0%; AMA1-RON2 inh: 7%; Pf growth 96h: 36%[activator]; Shiga toxin inh: -10; Pf growth 48h: 20%; TbPYK inhibitor: -11%; CHX counter: -3

How did CCCOc1ccc(/C(O)=C2\C(=O)C(=O)N(CCCOC)C23C(=O)N(C)c2ccccc23)cc1 (configuration not stated) do in these assays?
LmPK inh: -1%; AMA1-RON2 inh: -1%; Pf growth 96h: inconclusive; Shiga toxin inh: 29; Pf growth 48h: -13%; TbPYK inhibitor: -1%; CHX counter: 1

What do the screens show for `CCOC(=O)c1[nH]c2c(c1-c1ccccc1)C(=O)CC(c1ccc(OCC)cc1)C2` (configuration not stated)?
LmPK inh: 0%; AMA1-RON2 inh: 0%; Pf growth 96h: 10µM*; Shiga toxin inh: -14; Pf growth 48h: 1%; TbPYK inhibitor: 0%; CHX counter: -2

How did CC1CCCC(NC(=O)C2N(CCCN3CCCC3)C(=O)C3C(C(=O)Nc4cccc(Cl)c4)C4C=CC32O4)C1C (configuration not stated) do in these assays?
LmPK inh: 3%; AMA1-RON2 inh: 7%; Pf growth 96h: 27%; Shiga toxin inh: -12; Pf growth 48h: inconclusive; TbPYK inhibitor: -3%; CHX counter: -3

Results for Cc1ccc(-c2ccc(CCC(=O)O)n2NC(N)=S)cc1 ?
LmPK inh: 1%; AMA1-RON2 inh: -10%[11.6 µM]; Pf growth 96h: 33%[activator]; Shiga toxin inh: 7; Pf growth 48h: 16%; TbPYK inhibitor: inconclusive; CHX counter: 0

How did COc1ccc(OC)c(/C=N/n2c(COc3ccccc3)n[nH]c2=S)c1 do in these assays?
LmPK inh: 0%; AMA1-RON2 inh: 100%[activator]; Pf growth 96h: 31%[activator]; Shiga toxin inh: -4; Pf growth 48h: 25%; TbPYK inhibitor: inconclusive; CHX counter: -2

How did CN(CCO)Cc1csc2ccc(Br)cc12 do in these assays?
LmPK inh: 1%; AMA1-RON2 inh: 1%; Shiga toxin inh: -26; Pf growth 48h: 26%; TbPYK inhibitor: -6%; CHX counter: -4

Results for Cc1cccc(C)c1NC(=O)NC1(C(=O)NCCCN2CCOCC2)CCCCC1 ?
LmPK inh: -1%; AMA1-RON2 inh: 3%; Pf growth 96h: -3%; Shiga toxin inh: -6; Pf growth 48h: 3%; TbPYK inhibitor: -9%; CHX counter: -3

Results for COc1ccc(C(=O)O)c(OC)n1 ?
LmPK inh: -2%; AMA1-RON2 inh: 1%; Pf growth 96h: 103%[activator]; Shiga toxin inh: 14; Pf growth 48h: inconclusive; TbPYK inhibitor: 4%; CHX counter: 3

Results for CCOc1ccccc1N(CC(=O)Nc1ccccc1)S(=O)(=O)c1ccccc1 ?
LmPK inh: -2%; AMA1-RON2 inh: 0%; Pf growth 96h: 12µM*; Shiga toxin inh: -1; Pf growth 48h: inconclusive; TbPYK inhibitor: -2%; CHX counter: -2

How did O=C(O)Cc1ccc(NS(=O)(=O)c2ccc3ccccc3c2)cc1 do in these assays?
LmPK inh: -6%; AMA1-RON2 inh: -1%; Pf growth 96h: 7%; Shiga toxin inh: -10; TbPYK inhibitor: -8%; CHX counter: 2

How did COc1ccc(C)cc1S(=O)(=O)N(CC(=O)N1CCCC1)c1ccccc1 do in these assays?
LmPK inh: -5%; AMA1-RON2 inh: 1%; Pf growth 96h: inconclusive; Shiga toxin inh: -2; Pf growth 48h: -24%; TbPYK inhibitor: 0%; CHX counter: 3

What do the screens show for `O=C(NC1CSC/C1=N\O)c1ccccc1` (configuration not stated)?
LmPK inh: 0%; AMA1-RON2 inh: -2%; Pf growth 96h: inconclusive; Shiga toxin inh: -10; Pf growth 48h: -4%; TbPYK inhibitor: 0%; CHX counter: -1

What do the screens show for `O=C(N[C@H]1CCC(=O)N(CCSc2ccc(Br)cc2)CC1)OCc1ccccc1`?
AMA1-RON2 inh: -7%; Pf growth 96h: inconclusive; Pf growth 48h: 5%; TbPYK inhibitor: 1%
